Source: PubChem BioAssay
pAkt inh = Akt phosphorylation inhibition; activity change, % for hits at 50 µM; hit rate 0.32% among 360,000; Neuro2A IGF-stimulated pAkt S473 HTRF, 20 min; active compounds read low; in the data active = activity change below about -80%; inconclusive = mostly about -51% to -80%; note: % is set by controls: 0 for no effect and ±100 for the full control effect
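Single-point screen (50 µM final compound) in Neuro2A cells stimulated 20 min with 6 nM IGF at 37 deg C. After lysis, Ser473-phosphorylated Akt read by HTRF (ex 330 nm, em 615/665 nm) as the 665/615 ratio.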
GLP1R ag = GLP-1 receptor (human) agonism; Potency, µM (highest dose often 45.6 µM), for inactives: at the top dose activation, actives largely listed as activators; P43220; hit rate 0.007% among 380,000; HEK293 GLP-1R CRE-luciferase, luminescence, 4-6 h; cells express a hypersensitive GLP-1R form; AID 624172; note: potency is the fitted concentration of half-maximal effect; % of control where 0% means no effect
D3 antag = D3 dopamine receptor (human) antagonism | P35462 | D3R cells, DiscoveRx beta-arrestin luminescence, antagonist mode; active compounds read low | max response, negative = inhibition, % | hit rate 2.5% among 360,000 | AID 652054; in the data active = max response below about -50%; inconclusive = no clear call, values can overlap the other calls; note: % is set by controls: 0 for no effect and ±100 for the full control effect; mostly tested at two doses, the higher about 12 µM
Target sequence (P35462 whole entry, looked up): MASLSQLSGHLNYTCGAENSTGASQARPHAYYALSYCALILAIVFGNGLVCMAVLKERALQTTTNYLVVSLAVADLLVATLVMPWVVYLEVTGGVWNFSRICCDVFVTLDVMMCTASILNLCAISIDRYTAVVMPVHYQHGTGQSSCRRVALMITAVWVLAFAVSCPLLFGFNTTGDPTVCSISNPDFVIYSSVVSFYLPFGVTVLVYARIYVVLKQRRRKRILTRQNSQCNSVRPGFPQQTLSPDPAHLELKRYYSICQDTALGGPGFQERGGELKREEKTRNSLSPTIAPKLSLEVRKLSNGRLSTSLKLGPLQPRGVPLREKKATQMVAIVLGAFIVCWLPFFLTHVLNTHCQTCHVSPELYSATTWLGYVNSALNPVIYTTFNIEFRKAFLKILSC
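Cells expressing the human receptor were seeded at 1500 cells/well, incubated overnight at 37 degrees C in 5% CO2, then exposed to library compounds with dopamine controls for 90 minutes at 37 degrees C before luminescent detection.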
FUS yeast rescue = rescues growth of FUS-expressing yeast | S. cerevisiae FUS-expressing, growth rescue, OD600, 24 h | Potency, µM (highest dose often 76.6 µM), for inactives: at the highest dose growth rescue (activation), usual class: activators | hit rate 0.24% among 390,000;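 note: potency is the fitted concentration of half-maximal effect; plate controls were DMSO vehicle for no effect and reference control for full effect; nearly all actives have a fitted effect of over 55% in size; some results filed as inactive show a strong effect at the top dose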
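Cultures pregrown in 2.5% raffinose medium are shifted to minimal medium containing 2% galactose to express toxic FUS. Compounds are tested at several concentrations. After 24hr at 30C, growth is quantified at 600 nm absorbance.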
TDP43 rescue = TDP-43 toxicity inhibition in yeast; hit rate 1.8% among 410,000; TDP-43 expressing yeast growth rescue, BacTiter-Glo, 24 h; Potency, µM (series often up to 46.1 µM), without a hit: at the top dose growth rescue (activation), most hits filed as activators; note: potency is the fitted concentration of half-maximal effect; % of control where 0% means no effect; nearly all actives have a fitted effect of over 50% in size
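Readout is BacTiter-Glo luminescence of cell growth, so inhibitors register as activators. TDP-43-expressing yeast at OD600=0.02 in galactose medium, after raffinose pregrowth to mid-log, were incubated with compound for 24 hr at 30 deg C.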
Abeta rescue = restores growth of yeast expressing A-beta42 peptide. hit rate 0.063% among 410,000. AID 1347071. yeast expressing A-beta42, growth rescue, OD600, 48 h; response scale: 0% DMSO, 100% iron-clioquinol control. Potency, µM (series often up to 46.1 µM), without a hit: at the top dose growth rescue, hits mostly activators; note: potency is the fitted concentration of half-maximal effect; nearly all actives have a fitted effect of over 55% in size
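Growth rescue measured by 600 nm absorbance after 48 h yeast culture at 30 C with compound. Values normalized between DMSO and an equimolar ferric chloride plus clioquinol control.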
aSyn rescue = alpha-synuclein toxicity inhibition in yeast; Yeast expressing alpha-synuclein, growth rescue, BacTiter-Glo, 24 h; Potency, µM (highest dose often 46.1 µM), without a hit: top-dose growth rescue (activation), actives largely listed as activators; hit rate 0.14% among 370,000; note: potency is the fitted concentration of half-maximal effect; % of control where 0% means no effect; nearly all actives have a fitted effect of over 65% in size
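Readout is rescue of growth in alpha-synuclein-expressing yeast, so inhibitors of toxicity appear as activators. Growth after 24 hr at 30 deg C in galactose medium is quantified by luminescence.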
GLP1R inv ag = GLP-1 receptor (human) inverse agonism; P43220; HEK293 GLP-1R CRE-luciferase, luminescence, 24 h; GLP-1R form is constitutively active; Potency, µM (highest dose often 38.3 µM), inactives show at the top dose activity change, negative = inhibition, hits mostly inhibitors; hit rate 1.6% among 410,000; AID 624417; note: potency is the fitted concentration of half-maximal effect; % is set by controls: 0 for no effect and ±100 for the full control effect; nearly all actives have a fitted effect of over 55% in size
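Using stably transfected HEK293 (constitutively active GLP-1R, cAMP-luciferase reporter), compounds were incubated 24 hr and luciferase measured by luminescence.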
PTHR1 ag = activates the human parathyroid hormone receptor PTHR1. Potency, µM (highest dose often 115 µM), for inactives: top-dose activation, usual class: activators. Q03431. AID 743266. hit rate 0.075% among 410,000. HEK293 GP2 PTHR1 cells, GloSensor cAMP luminescence, 1 h; note: potency is the fitted concentration of half-maximal effect; nearly all actives have a fitted effect of over 55% in size; some results filed as inactive show a strong effect at the top dose; inactives centre near -15; many of its hits are not listed in these tables
Target sequence (Q03431 whole entry, looked up): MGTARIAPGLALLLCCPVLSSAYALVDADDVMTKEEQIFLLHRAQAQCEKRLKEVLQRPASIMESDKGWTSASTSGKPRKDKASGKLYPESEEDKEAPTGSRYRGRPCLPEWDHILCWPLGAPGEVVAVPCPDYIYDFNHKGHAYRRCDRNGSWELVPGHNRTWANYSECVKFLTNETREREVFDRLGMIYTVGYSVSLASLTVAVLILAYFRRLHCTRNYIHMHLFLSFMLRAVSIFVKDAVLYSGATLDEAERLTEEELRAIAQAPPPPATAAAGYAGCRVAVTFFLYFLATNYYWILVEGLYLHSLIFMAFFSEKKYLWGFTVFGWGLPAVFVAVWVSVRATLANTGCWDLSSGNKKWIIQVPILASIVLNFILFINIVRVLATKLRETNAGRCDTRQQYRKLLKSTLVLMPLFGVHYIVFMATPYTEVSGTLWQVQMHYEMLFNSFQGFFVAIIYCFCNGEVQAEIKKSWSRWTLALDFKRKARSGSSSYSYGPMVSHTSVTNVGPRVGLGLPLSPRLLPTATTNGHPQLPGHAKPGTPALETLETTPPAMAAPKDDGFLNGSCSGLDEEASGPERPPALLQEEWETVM
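HEK-293-derived GP2 cells expressing PTHR1 and a GloSensor cAMP reporter, 3,000/well, plated overnight, given luciferin plus IBMX (each 0.5 mM as added) for 1 h at 37 °C, then compound for 1 h at 37 °C. Luminescence was read after 15 min at room temperature.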
* marks the source's active call; other numbers are inactive results; i = inactive; ? = inconclusive; · = not tested or not shown; & = joins results of further samples; [ ] = dose if it differs, or a comment. Unless noted, calls come from the whole dose curve; as a rule, active = well fitted curve in the direction sought with a large enough effect; inconclusive = small, poorly fitted or top-dose-only effect, or another doubt; inactive = no such curve, though single readings can be large; an effect the other way counts as inactive or inconclusive. This is a subset; the hit share may differ from the screen's.

SMILES	pAkt inh	GLP1R ag	D3 antag	FUS yeast rescue	TDP43 rescue	Abeta rescue	aSyn rescue	GLP1R inv ag	PTHR1 ag
CCc1nc(SCC(N)=O)c2c(=O)n(C)c(=O)n(C)c2n1	i	0%	-3	-24%	23%	0%	5%	4%	i
O=C1CC(c2cc(F)cc(F)c2)c2cc3c(cc2N1)OCO3 (configuration not stated)	·	0%	·	-15%	20%	6%	·	10%	-12%
CNCCC(Oc1ccccc1OC)c1ccccc1 (configuration not stated)	i	5%&-5%	8	-23%	12%	-14%	-1%&-5%	?	5%
CNC(=O)C1(CC(C)C)C=CCN1C(C)=O (configuration not stated)	i	1%	-13	-15%	19%	-8%	1%	21%	i
CC(C)c1onc(C(=O)Nc2cccnc2Cl)c1[N+](=O)[O-]	i	-4%	1	-9%	?	-26%	6%	3%	-15%
O=S(=O)(c1ccc(F)cc1)N1CCN(CC(O)COCc2cccs2)CC1 (configuration not stated)	i	3%	-28	-1%	9%	15%	-7%	-24%	i
Cc1ccc2c(c1)c(=O)c1ccccc1n2CCCC(=O)Nc1ccc(C)c(F)c1	·	·	·	36%	29%	-5%	·	?	-24%
CCOC(=O)N1CCN(C(=O)c2cccc(OC)c2O)CC1	·	-1%	-29	0%	-3%	4%	·	4%	-6%
N#C/C(=C\c1ccc(-c2ccc(F)cc2F)o1)c1nc2ccccc2[nH]1	·	·	·	-6%	18%	-18%	·	-2%	i
O=C(C1=NN[C@@H]2C(=O)N(Cc3ccccc3)C(=O)[C@H]12)c1ccc([N+](=O)[O-])cc1	i	6%	?	32%	-15%	6%	-1%	-2%	-15%
COc1cnc(-c2ccccn2)nc1Oc1ccc(F)cc1F	i	10%	-9	-16%	19%	22µM*	-11%	?	i
O=C(CCN1C(=O)C2C3C=CC(C3)C2C1=O)Nc1c(F)cc(F)cc1Br (configuration not stated)	i	0%	13	-23%	26%	15%	6%	-12%	i
Cc1oc(-c2cccs2)nc1CN1CCN(C2CCCC2)C(CCO)C1 (configuration not stated)	i	0%	2	4%	-3%	1%	1%	-23%	-21%
Cc1ccc(OC(C)C(=O)Nc2ccc(S(=O)(=O)Nc3nccs3)cc2)cc1 (configuration not stated)	i	-8%	-20	41%	20%	14%	-3%	-3%	-43%[inhibitor]
CCC(C)[C@@H](C(=O)Nc1ccc2c(c1)OCO2)N1Cc2ccccc2C1=O (some centres not stated)	i	5%	-13	24%	?	11%	21%	?	-26%
CC(=O)Nc1ccc(S(=O)(=O)NNC(=S)NCC2CCCO2)cc1 (configuration not stated)	i	-2%	-20	29%	-16%	-2%	1%	-26%	-2%
COc1cccc(-c2cc(C(=O)N3CCN(c4ccccc4OC)CC3)no2)c1	i	7%	7	?	22µM*	-12%&-7%	9%	?	-32%&-16%[inhibitor]
Cc1ccc2nc(CSc3nnc(NC(=O)COc4ccccc4F)s3)cc(=O)n2c1	·	·	·	-11%	22%	-6%	·	-3%	2%
COc1ccc(CNc2c(CO)cnc3c2cnn3C)cc1	i	6%	7	7%	-1%	-6%	0%	4%	i
COc1ccc(C(=O)CCN2CCN(c3ccccc3OC)CC2)cc1	i	0%	-83*	15%	-14%	-11%	-2%	22%	-28%

Full records, looked up by structure. Order of values: pAkt inh | GLP1R ag | D3 antag | FUS yeast rescue | TDP43 rescue | Abeta rescue | aSyn rescue | GLP1R inv ag | PTHR1 ag
Shown for COc1ccc(C(=O)CCN2CCN(c3ccccc3OC)CC2)cc1 : i | 0% | -83* | 15% | -14% | -11% | -2% | 22% | -28%
Shown for COc1cnc(-c2ccccn2)nc1Oc1ccc(F)cc1F : i | 10% | -9 | -16% | 19% | 22µM* | -11% | ? | i
Shown for Cc1ccc2nc(CSc3nnc(NC(=O)COc4ccccc4F)s3)cc(=O)n2c1 : · | · | · | -11% | 22% | -6% | · | -3% | 2%
Shown for Cc1oc(-c2cccs2)nc1CN1CCN(C2CCCC2)C(CCO)C1 (configuration not stated) : i | 0% | 2 | 4% | -3% | 1% | 1% | -23% | -21%
Shown for COc1cccc(-c2cc(C(=O)N3CCN(c4ccccc4OC)CC3)no2)c1 : i | 7% | 7 | ? | 22µM* | -12%&-7% | 9% | ? | -32%&-16%[inhibitor]

Following part.
SMILES	pAkt inh	GLP1R ag	D3 antag	FUS yeast rescue	TDP43 rescue	Abeta rescue	aSyn rescue	GLP1R inv ag	PTHR1 ag
CCOc1ccc(Oc2ccc(NS(=O)(=O)c3cc(C(=O)O)ccc3Cl)cc2)cc1	i	0%	0	?	14%	-4%	0%	-17%	i
CC1=CC2=NC(=O)CC(C)(C(=O)N(CC(=O)NC(C)(C)C)Cc3ccccc3)N2C=C1 (configuration not stated)	i	0%	4	-3%	-13%	2%	-5%	?	21%
CCOC(=O)C1=C(C)NC(=O)NC1C (configuration not stated)	i	1%	-11	-25%	4%	14%	2%	0%	i
O=S1(=O)CCOC[C@H](c2ccccc2)N1Cc1cccc(F)c1	i	10%	?	-4%	29%	7%	2%	-14%	-3%
O=C(O)C1CCCCC1C(=O)NCCCN1CCCC1=O (configuration not stated)	i	4%	17	13%	0%[1.82 µM]	4%	-3%	27%	i
O=C(CCc1nnc(CCCc2ccccc2)o1)NC(C1CC1)C1CC1	i	14%	6	7%	-5%	12%	1%	-4%	-34%[inhibitor]
O=C(COC(=O)C1(c2cccc(F)c2)CCCC1)NCc1ccc2c(c1)OCO2	i	-1%	-2	33%	?	-1%	12%	?	-34%[inhibitor]
COc1ccc(-c2csc(C3=C(O)CN(C(C)C)C3=N)n2)cc1OC	i	?	4	35%	0%	-9%	-3%	126%[activator]	i
O=C(C1=C[C@H](c2coc3ccccc3c2=O)C[C@H](OCCCCO)O1)N1CCN(Cc2ccc3c(c2)OCO3)CC1	i	-2%	0	0%	3%	-5%	0%	11%	-20%
COc1ccc(Cl)cc1NC(=O)CN1CCC(NC(=O)C2CC2)CC1	i	14%	-13	-19%	-19%	0%	-3%	4%	i
CCOc1ccc(-n2c(O)c(/C=N/c3ccnn3Cc3ccncc3)c3ccccc3c2=O)cc1	i	2%	5	8%	-7%	5%	7%	16%	1%
COc1ccc(CCNC(=O)CCNC(=O)c2ccccc2Cl)cc1	i	1%	5	-8%	-6%	-9%	0%	13%	i
O=c1c2sc3ccccc3c2n(Cc2cccc(Cl)c2)c(=O)n1Cc1ccco1	·	1%	·	-3%	17%	-3%	·	-11%	-18%
O=CN1CCN(C(=O)c2cccc3c2-c2ccccc2C3=O)CC1	i	14%	10	-20%	-1%	1%	-5%	2%	i
Cc1c(C(=O)N2CCCC2)oc2c1-c1nn(CC(=O)NCc3cccc(Br)c3)cc1CC2	·	·	·	33%	26%	2%	·	7%	-28%
CC(C)n1c(C(O)c2ccc3c(c2)OCO3)nc2ccccc21 (configuration not stated)	i	12%	-12	15%	-13%	27%	3%	-13%	28%[57.5 µM]
Nc1nnc(SCC(=O)N2CCN(Cc3ccccc3)CC2)s1	i	0%	-18	16%	-13%	11%	-16%	8%	i
CCCNC(=O)CN1CCN(c2cc3ccccc3c(Cl)n2)CC1	i	1%	?	22%	-10%	1%	-6%	?	i
Cc1cc(-c2ccccc2)nc2cc(C(=O)N(Cc3ccccc3)Cc3ccccc3)nn12	·	-20%	57	30%	7%	11%	4%	?	-13%[57.5 µM]
COc1ccc(NC(=O)C(Cc2cc(C)cc(C)c2)C(C)C(=O)O)cc1 (configuration not stated)	i	4%	-24	11%	-21%	-20%	-1%	9%	-30%
CCCCCc1c(C)nc(N2CCN(Cc3ccc4c(c3)OCO4)CC2)[nH]c1=O	i	2%	-21	-29%	9%	-8%	-2%	-7%	-17%
COc1ccc(CC(=O)Nc2nc3ccccc3[nH]2)cc1	i	-3%	10	-14%	-6%	1%	-10%	15%	-4%
COc1cccc(N2CCN(c3ncccn3)CC2)c1	i	0%	4	-2%	7%	8%	0%	35%[activator]	-5%[57.5 µM]
O=C(Nc1ccc(NC(=O)c2ccc(Cl)cc2Cl)cc1)c1cccs1	i	6%	?	6%	-9%	-10%	-8%	9%	-11%

In the list so far, these contain a furan ring, fused or not:
SMILES	pAkt inh	GLP1R ag	D3 antag	FUS yeast rescue	TDP43 rescue	Abeta rescue	aSyn rescue	GLP1R inv ag	PTHR1 ag
N#C/C(=C\c1ccc(-c2ccc(F)cc2F)o1)c1nc2ccccc2[nH]1	·	·	·	-6%	18%	-18%	·	-2%	i
O=c1c2sc3ccccc3c2n(Cc2cccc(Cl)c2)c(=O)n1Cc1ccco1	·	1%	·	-3%	17%	-3%	·	-11%	-18%
Cc1c(C(=O)N2CCCC2)oc2c1-c1nn(CC(=O)NCc3cccc(Br)c3)cc1CC2	·	·	·	33%	26%	2%	·	7%	-28%
